NR2E3 ag-1: NR2E3 agonists in two-hybrid cells, primary screen, cell-based, luminescence, CHO-S, Gal4-NCOR/VP16-NR2E3; Photoreceptor-specific nuclear receptor (Homo sapiens), Q9Y5X4; luciferase; inhibition of corepressor binding, % at 3.98 µM; 360,000 tested, 0.35% active; AID 602229, 2012;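 active = inhibition above the mean of all tested compounds plus 3 SD, cut at about 70% in these data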;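 note: 0% = DMSO with NR2E3 transfected cells and 100% = cells lacking NR2E3 construct; higher means lower luciferase signal from less NR2E3 corepressor binding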
Target sequence (Q9Y5X4 whole entry, looked up, the tested form may be a part): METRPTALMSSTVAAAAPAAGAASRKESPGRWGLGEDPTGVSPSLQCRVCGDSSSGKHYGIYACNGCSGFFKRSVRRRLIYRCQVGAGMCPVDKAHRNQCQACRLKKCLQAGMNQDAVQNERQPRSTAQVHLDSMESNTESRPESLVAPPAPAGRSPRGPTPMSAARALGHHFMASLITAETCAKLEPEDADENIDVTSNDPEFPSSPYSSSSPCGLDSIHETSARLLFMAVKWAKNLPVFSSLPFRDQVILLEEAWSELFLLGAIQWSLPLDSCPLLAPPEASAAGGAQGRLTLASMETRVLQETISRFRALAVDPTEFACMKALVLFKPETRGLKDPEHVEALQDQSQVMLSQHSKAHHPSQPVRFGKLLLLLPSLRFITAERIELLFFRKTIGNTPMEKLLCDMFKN
Peg3 prom inh: Peg3 promoter-driven luciferase inhibitors, primary screen, cell-based, HeLa, luciferase luminescence. inhibition, % at 20 µM. HeLa PEG-Prom luciferase reporter, overnight. 360,000 tested, 1.7% active;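 active = inhibition of at least 50% at 20 µM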
HIF-2a inh: HIF-2a reporter inhibitors, primary screen, luminescence, 786-0 RCC cells; 786-0 RCC cells HIF-2a reporter, luciferase luminescence, overnight; inhibition, % at 18.8 µM; 360,000 tested, 0.72% active; AID 624352, 2012;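 active = inhibition of the luminescence signal of 40% or more relative to plate controls, in a single-dose primary screen at 18.75 µM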
NR2E3 ag-2: inhibitors of NR2E3-RetCOR corepressor binding, primary screen, NR2E3 agonist project, biochemical, TR-FRET, GST-NR2E3, biotin-RetCOR; 320,000 tested, 0.12% active; 1536-well; Photoreceptor-specific nuclear receptor (Homo sapiens), Q9Y5X4; inhibition of corepressor binding, % at 4.78 µM; AID 2300, 2010;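 active = percent inhibition above the cutoff of mean plus 3 SD of all tested compounds, set per screening campaign, cut at about 20% in these data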;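 note: 0% = DMSO wells and 100% = biotin wells as full block of FRET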
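System: GST-NR2E3 and biotin-RetCOR proteins; probe or stimulus: 7 nM biotin-RetCOR; doses: compound at 4.8 µM, single dose; schedule: Compound–protein incubation for 5 h at 4 °C; detection: time-resolved FRET; read-out: percent inhibition; controls: biotin wells as high control, 0.6% DMSO wells as low control; format: 1536-well plates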
Vif inh: HIV Vif self-association inhibitors, primary screen, imaging, HEK293T, single point. HEK293T cells, Vif self-association by quenched fluorescence, 24 h. inhibition, % at 7.49 µM. 340,000 tested, 0.35% active; in the data active = inhibition above about 50%, passing the limit was not always enough; note: some results filed as inactive read as strong as hits
CaV13 FRET inh: Primary screen for inhibitors of IQ motif and Ca2+-dependent inactivation inhibitor domain binding in CACNA1D, Förster resonance energy transfer in living cells, …. inhibition, % at 12.3 µM. 340,000 tested, 0.098% active. HEK cells, CFP/YFP FRET ICDI-IQ, plate reader, 10 min; percent FRET-ratio fall versus neutral wells;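 active = mean replicate inhibition of at least 30% and at least 1% of replicates passing that level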;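 note: 0% = median of the neutral control wells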
PDI turbidity: inhibitors of human PDI, primary screen, biochemical, turbidity, single point, plate reader | Protein disulfide-isomerase (Homo sapiens), P07237 | PDI insulin aggregation turbidity, A650, 90 min | inhibition, % at 10 µM | 350,000 tested, 0.052% active | AID 588391, 2011;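 active = mean inhibition across replicates of 30% or more, whatever share of single replicates reach that level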;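 note: absorbance from insulin aggregation driven by PDI reduction with DTT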
Target sequence (P07237 whole entry, looked up): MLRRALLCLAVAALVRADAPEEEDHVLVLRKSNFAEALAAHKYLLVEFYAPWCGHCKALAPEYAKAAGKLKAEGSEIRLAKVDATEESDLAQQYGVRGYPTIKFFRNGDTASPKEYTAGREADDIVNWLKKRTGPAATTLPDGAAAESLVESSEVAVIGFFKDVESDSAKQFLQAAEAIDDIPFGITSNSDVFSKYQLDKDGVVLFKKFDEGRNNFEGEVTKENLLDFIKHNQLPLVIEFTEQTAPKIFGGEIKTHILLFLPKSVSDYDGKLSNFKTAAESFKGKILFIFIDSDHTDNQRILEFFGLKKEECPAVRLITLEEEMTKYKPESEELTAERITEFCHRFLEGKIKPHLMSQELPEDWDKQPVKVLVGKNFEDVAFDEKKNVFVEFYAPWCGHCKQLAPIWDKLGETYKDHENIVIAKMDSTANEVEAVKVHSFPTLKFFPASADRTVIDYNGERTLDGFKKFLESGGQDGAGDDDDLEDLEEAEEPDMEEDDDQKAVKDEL
aDG glyco act: activators of alpha-DG glycosylation, primary screen, uHTS, Pro5-aDG cells, AlphaScreen; alpha-DG glycosylation AlphaScreen (IIH6); 0% Pro5, 100% B10-LARGE cell signal; activation, % at 10 µM; 360,000 tested, 0.22% active;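 active = activation of at least 8% versus controls, or a plate z-score of at least 8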;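 note: Pro5 are CHO cells carrying HIG-tagged alpha-DG that lacks glycosylation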
hiPSC survival: enhancers of single-cell hiPSC survival, primary screen, ATPlite luminescence; AID 602274, 2012; 360,000 tested, 0.044% active; survival enhancement, % at 20 µM; 100% = ROCK inhibitor wells, 0% = DMSO; in the data active = survival enhancement above about 18%;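 note: cells exposed to compounds for 16 hours before the ATP read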
TRPM1 prom inh: inhibitors of MITF-dependent TRPM1 promoter reporter, primary screen, cell-based, SK-MEL-5, single point, luciferase; SK-MEL-5 TRPM1 promoter luciferase, 24 h; inhibition, % at 12.5 µM; 330,000 tested, 0.83% active; AID 488899, 2010;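 active = mean inhibition across replicates of 60% or more, whatever share of single replicates reaches that level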; note: values of inactives mirror those of a sister screen read the other way
Exocytosis inh: LAMP-1 surface exposure blockers, TALL-104 cells – cell-based, flow cytometry, MLPCN library, primary screen | TALL-104 LAMP-1 surface exposure; cells stimulated with thapsigargin and PMA | 360,000 tested, 0.66% active | AID 651702, 2012 | inhibition, % at 10 µM;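 active = inhibition above about 55%, limit read from the data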
Numbers without * were called inactive; nt = no result given.

[1] COC(=O)[C@H](Cc1ccccc1)NC(=O)/C=C/[C@H]1O[C@@H](n2ccc(=O)[nH]c2=O)[C@H](O)[C@@H]1O
[2] COc1ccc(CCNC(=O)c2[nH]c(C)c(C(C)=O)c2C)cc1OC
[3] CCOCc1c(C(=O)NC2=Nc3ccccc3NC(CC)=C2C(=O)OCC)oc2ccccc12
[4] COc1cccc(CNc2ccc(S(=O)(=O)N3CCN(C)CC3)cn2)c1
[5] COc1ccc(CCC(=O)Nc2nnc(C(F)(F)F)s2)cc1
[6] CCOC(=O)C1CCN(CC(=O)c2ccc(O)c(C)c2O)CC1

Compound	1	2	3	4	5	6
NR2E3 ag-1	-9	-4	20	-23	-8	-1
Peg3 prom inh	7	4	66*	1	-2	10
HIF-2a inh	16	6	-9	4	-2	14
NR2E3 ag-2	nt	0	1	0	5	1
Vif inh	3	nt	-2	0	0	-18
CaV13 FRET inh	-3	-4	-3	-6	-2	-14
PDI turbidity	nt	0	8	11	15	16
aDG glyco act	-0.1	0.0	-1.0	0.0	0.1	0.7
hiPSC survival	7.3	-0.4	-3.4	0.6	1.6	-0.6
TRPM1 prom inh	nt	0	1	-9	-17	5
Exocytosis inh	2	0	1	8	1	-2

[7] CC(CCN(C)C)OC(=O)c1ccc(C(C)c2ccccc2)o1 (configuration not stated)
[8] O=C(NC1CCCCCC1)C(=O)NC1CCCC1
[9] CC(NC(=O)c1ccc(Cl)c(S(=O)(=O)N2CCCCCC2)c1)c1cccnc1 (configuration not stated)
[10] CC(=O)N1CCN(Cc2nc3cc([N+](=O)[O-])ccc3n2C)CC1
[11] O=C(NCc1cccc(F)c1)C1CCC(=O)N(C2CCCC2)C1 (configuration not stated)
[12] COc1ccc(-c2nnc(SCC(=O)Nc3ncc(C(F)(F)F)cc3Cl)n2CC(C)C)cc1

Compound	7	8	9	10	11	12
NR2E3 ag-1	6	-1	-22	-14	-5	-18
Peg3 prom inh	-28	-210	12	14	3	10
HIF-2a inh	-33	-137	13	12	-6	17
NR2E3 ag-2	1	0	4	1	5	-2
Vif inh	-2	1	9	-10	-9	-2
CaV13 FRET inh	-9	-5	-5	-2	-15	-3
PDI turbidity	2	-4	3	2	13	-5
aDG glyco act	0.1	-0.2	-0.2	-0.1	-0.1	0.3
hiPSC survival	0.1	1.5	-0.3	1.8	-0.5	4.8
TRPM1 prom inh	-4	-67	17	11	-22	4
Exocytosis inh	-1	-10	-2	7	8	-2

Next part; it opens with the four that closed the last part.
[9] CC(NC(=O)c1ccc(Cl)c(S(=O)(=O)N2CCCCCC2)c1)c1cccnc1 (configuration not stated)
[10] CC(=O)N1CCN(Cc2nc3cc([N+](=O)[O-])ccc3n2C)CC1
[11] O=C(NCc1cccc(F)c1)C1CCC(=O)N(C2CCCC2)C1 (configuration not stated)
[12] COc1ccc(-c2nnc(SCC(=O)Nc3ncc(C(F)(F)F)cc3Cl)n2CC(C)C)cc1
[13] CC(=O)NC1=NN(C(C)=O)C(C)(CCS(=O)(=O)c2ccc(Br)cc2)S1 (configuration not stated)
[14] COc1ccc(C(=O)N(C)C2CCCc3ccccc32)cc1OC1CCN(C(C)C)CC1 (configuration not stated)
[15] O=C(c1ccco1)N1CCN(c2nnc(-c3ccccc3)c3ccccc23)CC1
[16] Cc1ccc(S(=O)(=O)N(Cc2ccccc2)C(C)C)cc1
[17] CCN(C(=O)Cc1cccs1)c1nnc(-c2cccnc2)s1
[18] O=C(c1ccc(Cl)c(S(=O)(=O)N2CCOCC2)c1)N1CCN(c2ccccc2F)CC1

Compound	9	10	11	12	13	14	15	16	17	18
NR2E3 ag-1	-22	-14	-5	-18	-31	-26	-9	-19	-10	-4
Peg3 prom inh	12	14	3	10	9	-34	17	19	-49	4
HIF-2a inh	13	12	-6	17	7	-33	21	30	-50	6
NR2E3 ag-2	4	1	5	-2	3	1	-6	-2	0	1
Vif inh	9	-10	-9	-2	1	18	4	-17	3	-10
CaV13 FRET inh	-5	-2	-15	-3	-3	-3	-5	-20	-4	-9
PDI turbidity	3	2	13	-5	-3	3	0	-1	-12	0
aDG glyco act	-0.2	-0.1	-0.1	0.3	-0.1	0.0	0.2	0.0	-0.1	0.2
hiPSC survival	-0.3	1.8	-0.5	4.8	0.9	-0.4	0.5	-0.4	-2.1	0.4
TRPM1 prom inh	17	11	-22	4	-11	-11	5	14	-14	3
Exocytosis inh	-2	7	8	-2	-2	0	1	38	1	-12

[19] O=C(NCCN1C(=O)CSC1=O)C1CC(=O)N(c2ccccc2)C1 (configuration not stated)
[20] Cc1ccc(S(=O)(=O)NCC(=O)Nc2ccc3c(c2)OCCO3)cc1
[21] CCN(CC)S(=O)(=O)c1ccc(N2CCN(CCOc3ccc(OC)cc3)CC2)nc1
[22] COC(=O)c1ccc(NC(=O)CSCC(=O)OCC(=O)c2ccc(Br)cc2)cc1
[23] CN(C)S(=O)(=O)c1ccc(N2CCCC2)c(C(=O)Nc2nccs2)c1
[24] O=C(/C=C/c1ccc(F)cc1)NC(=S)NC1CCCCC1

Compound	19	20	21	22	23	24
NR2E3 ag-1	5	-2	9	-3	-38	15
Peg3 prom inh	10	-10	15	22	25	-17
HIF-2a inh	0	-17	14	22	18	-6
NR2E3 ag-2	0	4	1	4	nt	-5
Vif inh	7	11	-5	-1	0	44
CaV13 FRET inh	-8	-3	-4	-3	-2	3
PDI turbidity	-1	-3	-11	6	2	2
aDG glyco act	0.2	0.1	0.6	0.0	-0.5	1.2
hiPSC survival	-4.6	-0.4	-0.1	-2.9	-2.8	-0.3
TRPM1 prom inh	8	-2	11	4	16	-33
Exocytosis inh	1	20	-3	0	0	-5

[25] Cc1cc(NC(=O)c2c([N+](=O)[O-])c(C)nn2C)no1
[26] Cc1ccc(C(=O)CCC(=O)OCC(=O)Nc2ccc3[nH]c(=O)[nH]c3c2)cc1
[27] COc1cc(NC(=O)N[C@@H](CCSC)C(=O)O)cc(OC)c1
[28] CC(=O)c1ccc(Nc2cc(C)nc3c(C)cccc23)cc1
[29] O=C(Nc1cccc2ncccc12)c1cccc(Br)c1
[30] O=C(CN1C(=O)NC(Cc2c[nH]c3ccccc23)C1=O)Nc1ccc(F)c(F)c1F (configuration not stated)

Compound	25	26	27	28	29	30
NR2E3 ag-1	-15	15	13	-122	-32	-22
Peg3 prom inh	11	-11	6	-102	-1	8
HIF-2a inh	16	2	24	-180	4	10
NR2E3 ag-2	4	3	-2	-5	nt	1
Vif inh	9	4	2	-10	-4	2
CaV13 FRET inh	nt	-6	-2	2	-20	-12
PDI turbidity	0	6	4	5	2	-1
aDG glyco act	-0.1	0.0	-0.1	0.3	0.0	-0.1
hiPSC survival	4.2	1.0	-0.3	0.1	-0.4	0.4
TRPM1 prom inh	8	7	-9	-6	-10	-1
Exocytosis inh	-1	13	-4	0	-15	2

Screen by screen, as entered above.
NR2E3 ag-1, compounds 25–30: -15, 15, 13, -122, -32, -22
TRPM1 prom inh, compounds 25–30: 8, 7, -9, -6, -10, -1
Exocytosis inh, compounds 25–30: -1, 13, -4, 0, -15, 2

Later entries
[31] COc1cccc(N=Cc2c(O)n(-c3cccc(C)n3)c(=O)c3ccccc23)c1
[32] COc1ccc([C@@H]2[C@@H]3C(=O)N(C(C)(C)C)C(=O)[C@@H]3[C@]3(C)C(=O)N(c4cccc(Cl)c4)C(=O)N23)cc1
[33] Cc1cc(Cl)c(Cl)cc1S(=O)(=O)NCCCn1ccnc1
[34] CN1CCN(C(=S)Nc2cccc(S(=O)(=O)N(C)C)c2)CC1
[35] O=C(COC(=O)Cc1ccc(S(=O)(=O)N2CCOCC2)s1)Nc1ccc(OC(F)F)cc1
[36] CCSCc1nnc(SCC(=O)c2ccc(OC)cc2)n1C

Compound	31	32	33	34	35	36
NR2E3 ag-1	-9	-25	27	0	-17	0
Peg3 prom inh	18	-1	21	8	-24	-8
HIF-2a inh	-9	10	16	14	-1	-4
NR2E3 ag-2	2	3	5	1	nt	-2
Vif inh	-2	-3	0	0	-10	3
CaV13 FRET inh	-4	-6	-19	2	-18	nt
PDI turbidity	-10	2	6	-2	1	3
aDG glyco act	-0.2	-0.1	0.0	-0.4	0.6	-0.1
hiPSC survival	-0.4	2.6	1.7	-1.3	-0.4	5.4
TRPM1 prom inh	8	-5	-2	-6	-4	13
Exocytosis inh	1	-10	-1	-4	-1	-2

[37] Cc1cc(C)c(NS(=O)(=O)c2cccc3cccnc23)c(C)c1
[38] COc1cccc(NC(=O)NC(C)C2CC3CCC2C3)c1 (configuration not stated)
[39] Cc1ccccc1N1CCN(C2CCCN(C(=O)CCC3(C)CC3)C2)CC1 (configuration not stated)
[40] N#Cc1nc(N2CCCCC2)nc(N2CCOCC2)n1
[41] Cc1ccc(N=C2NC(=O)/C(=C\c3cccs3)S2)cc1C
[42] Cc1ccccc1NC(=O)Cc1nc(COC(=O)/C=C/c2ccc(F)cc2)cs1

Compound	37	38	39	40	41	42
NR2E3 ag-1	6	-4	-18	-5	-3	-20
Peg3 prom inh	17	2	19	14	-123	-3
HIF-2a inh	2	2	7	14	-213	6
NR2E3 ag-2	2	2	2	4	-2	nt
Vif inh	19	21	2	-18	6	8
CaV13 FRET inh	-7	-5	-6	-7	nt	-12
PDI turbidity	1	-14	1	-4	4	-1
aDG glyco act	0.1	0.1	0.5	0.0	0.0	-0.1
hiPSC survival	0.6	-1.9	-0.5	1.2	-0.4	-3.4
TRPM1 prom inh	2	-11	0	31	-29	nt
Exocytosis inh	-1	-1	-1	0	8	-7

[43] COC(=O)c1ccc(CN2C(=O)NC3(CCC(C)CC3)C2=O)cc1 (configuration not stated)
[44] Cc1ccc(-c2ccc(S(=O)(=O)NCc3ccco3)cc2)cc1
[45] CCC(C)NC(=O)CSC1=Nc2ccccc2C2=NC(CC(=O)NCc3ccc(F)cc3)C(=O)N12 (configuration not stated)
[46] C/C(=N\NC(=O)C(c1ccccc1)c1ccccc1)c1ccccn1
[47] c1ccc2nc3c(nc2c1)OCC1CCCCN31 (configuration not stated)
[48] Nc1c(-c2ccccc2)cnn1-c1cccc([N+](=O)[O-])c1

Compound	43	44	45	46	47	48
NR2E3 ag-1	-9	-6	-13	-1	-67	-56
Peg3 prom inh	-137	13	2	97*	-187	-216
HIF-2a inh	-136	10	18	34	-280	-154
NR2E3 ag-2	1	-1	3	2	1	5
Vif inh	9	1	19	4	-8	4
CaV13 FRET inh	3	-7	-8	-6	-18	-6
PDI turbidity	11	2	-17	1	-1	8
aDG glyco act	-0.1	0.0	0.0	-0.7	-0.2	-0.3
hiPSC survival	1.0	2.4	2.6	-1.7	-0.2	1.2
TRPM1 prom inh	-44	-1	4	nt	-51	-46
Exocytosis inh	3	0	-1	0	5	0
